Bioassay records: PubChem, National Center for Advancing Translational Sciences (NCATS)
12-LOX inh – inhibitors of human 12S-lipoxygenase ALOX12. P18054. Potency, µM (doses to about 108 µM), without a hit: top-dose activity change, negative = inhibition, hits mostly inhibitors. purified 12hLO, xylenol orange hydroperoxide absorbance. 1.1% of 580,000 active; note: potency is the fitted concentration of half-maximal effect; % is set by controls: 0 for no effect and ±100 for the full control effect
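Purified human 12hLO (150 nM final) in 25 mM Hepes, 0.01% Triton X-100, pH 7.0 was preincubated 15 min at room temperature with compound. Then 40 uM arachidonic acid was added, 30 min. Hydroperoxide was read by Fe-XO absorbance ratio 573/405 nm.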
ERG-DNA inh – blocks human ERG Ets domain binding to DNA | Potency, µM (highest dose often 76.9 µM), inactives show top-dose FP activity, negative = inhibition, most hits filed as inhibitors | 0.028% of 370,000 active | fluorescence polarization, His-ERG Ets domain / labelled DNA | P11308; active = well fitted inhibition curve with a large enough effect in the polarisation, with a control signal flat; inconclusive = small, poorly fitted or top-dose-only effect, or effect the other way, or a change in a side signal; inactive = no such curve, though single readings can be large or run the other way; the % refers to the polarisation;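 note: polarization taken with two DNA probes labelled with fluorescein and Texas red; potency is the fitted concentration of half-maximal effect; % of control where 0% means no effect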
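His-tagged ERG Ets domain (1 uM in the protein solution; 300mM KCl, 50mM Tris-HCl, 1mM EDTA, 1mM DTT, pH 7.5) received compound, then a probe mix of 5 nM fluorescein-DNA and 100nM Texas-615-DNA. Fluorescence polarization was read for both dyes.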
LDHA block – LDHA (human) enzyme inhibition; P00338; purified LDHA, NADH/diaphorase-resazurin fluorescence; active compounds read low; activity change, % (values are at about 110 or 230 µM); 0.15% of 480,000 active; in the data active = activity change below about -30%; inconclusive = mostly about -25% to -30%;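 note: plate controls were DMSO wells for no effect and wells without enzyme for full effect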
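Enzyme activity of human lactate dehydrogenase 5 (2 nM; 0.06 mM NADH, 0.2 mM pyruvate, 5 min, RT) is measured via a resazurin/diaphorase fluorescence readout of residual NADH.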
Vif-A3G inh – inhibitors of Vif-APOBEC3G interaction | Q9HC16 | HeLa A3G-eYFP + Vif (tagged APOBEC3G with the HIV-1 protein that degrades it), YFP fluorescence, overnight | Potency, µM (highest dose often 46.1 µM), for inactives: top-dose activity, negative = active, hits mostly inhibitors | 0.076% of 410,000 active;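 note: potency is the fitted concentration of half-maximal effect; % is set by controls: 0 for no effect and ±100 for the full control effect; nearly all actives have a fitted effect of over 60% in size; hits raise eYFP signal because A3G escapes Vif-driven loss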
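Read-out is eYFP fluorescence (Ex 488/Em 500-530) from Vif-expressing HeLa A3G-eYFP cells; more signal means A3G escaped Vif-mediated degradation. Cells plated overnight, compound pinned in, incubated overnight at 37 deg C.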
D2 antag – antagonizes the human D2 dopamine receptor. P14416. HEK293 TREx D2 cells, calcium flux, dopamine EC80. inhibition, % at 10 µM. 2% of 340,000 active. AID 485344; in the data active = inhibition above about 30%; note: 0% is about no effect
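Cells plated overnight at 30 C with tetracycline; no-wash calcium dye, 30–90 min RT; 10 s baseline; compound pinned; 180 s read; EC80 dopamine added; another 180 s read.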
Vif-APOBEC3F blk – Vif-A3F binding inhibition; HeLa A3F-eYFP + Vif (tagged APOBEC3F with the HIV-1 protein that degrades it), YFP fluorescence increase; Potency, µM (doses to about 46.1 µM), for the others: at the top dose activity, negative = active; 0.2% of 390,000 active; note: potency is the fitted concentration of half-maximal effect; % of control where 0% means no effect; nearly all actives have a fitted effect of over 65% in size
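HeLa cells stably expressing A3F-eYFP plus Vif, plated and incubated overnight at 37 deg C, then exposed to compounds overnight at 37 deg C. Blocked degradation read as raised yellow fluorescence (Ex 488/Em 500-530).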
D2 agonist – activates the human D2 dopamine receptor; HEK293 T-REx D2 cells, calcium flux agonist mode; AID 485358; activation, % at 2 µM; P14416; 0.53% of 340,000 active;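 active = activation over 3 SD above normal in the single-dose calcium agonist read, cut at about 30% in these data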; note: 0% is about no effect
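Agonism scored from kinetic calcium signal (1 read/sec, 180 s) following compound pin transfer, after a 10 s baseline. Cells: HEK293 Trex line expressing inducible D2 receptor coupled to calcium, dye-loaded after overnight culture at 30 C.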
GRP78 ERSR act – induces the endoplasmic reticulum stress response in human glioma cells; AID 602332; Potency, µM, for inactives: at the top dose activation, hits mostly activators; U87-MG GRP78 promoter luciferase reporter, 16 h; 0.02% of 420,000 active; note: potency is the fitted concentration of half-maximal effect; series mostly up to about 76 µM; % of control where 0% means no effect; nearly all actives have a fitted effect of over 35% in size
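Stably transfected U87-MG glioma cells carrying a GRP78-based luciferase sensor; 16 h compound incubation. Luminescence end-point read 10 min after Bright-Glo addition at room temperature.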
RGS4 inh – human RGS4 inhibition; AID 504845; Potency, µM (titrated, usually from 114 µM), for the others: top-dose activity change, negative = inhibition, hits mostly inhibitors; P49798; Transcreener GDP fluorescence polarization, RGS4-accelerated GTP hydrolysis; 0.039% of 390,000 active; note: potency is the fitted concentration of half-maximal effect; % is set by controls: 0 for no effect and ±100 for the full control effect; nearly all actives have a fitted effect of over 75% in size; some results filed as inactive show a strong effect at the top dose
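MLSMR compounds (23 nl, pin-transferred) preincubated 10 min at room temperature with a 500nM (2x) first reagent, then RGS4 at 900nM (2x) plus Transcreener GDP mix added; fluorescence polarization (620/688 nm) read before and after 90 min at 30 °C.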
Numbers without * were called inactive; u = inconclusive; x = no result given; & = joins results of further samples; [ ] = another dose, or the depositor's remark. Unless noted, calls come from the whole dose curve; as a rule, active = well fitted curve in the direction sought with a large enough effect; inconclusive = small, poorly fitted or top-dose-only effect, or another doubt; inactive = no such curve, though single readings can be large; an effect the other way counts as inactive or inconclusive. These rows are one share of the data, so the mix of outcomes need not match the whole.

SMILES | 12-LOX inh | ERG-DNA inh | LDHA block | Vif-A3G inh | D2 antag | Vif-APOBEC3F blk | D2 agonist | GRP78 ERSR act | RGS4 inh
CCOC(=O)c1ccccc1NC(=O)CSc1c(C)cnc2c1c(=O)n(C)c(=O)n2C | -1% | -3% | -9 | -2% | x | 0% | 0.2 | -1% | 3%
Cc1oc(C)c2c(=O)cc(-c3ccc4c(c3)OCO4)cc(OC(=O)c3cccc(Cl)c3)c12 | u | 2% | 14 | -3% | x | -11% | 0.6 | -4% | -1%
O=C(CSc1nnc2c(n1)[nH]c1ccccc12)NCc1ccccc1F | -8% | -3% | -4 | -2% | 5 | 10% | -3.1 | -5% | -16%
O=C(Nc1cccc2ccccc12)c1onc2c1CCCC2 | x | -8% | 6 | -19% | -9 | -5% | 1.3 | 6% | 4%
CC(=O)N1CCOc2ccc(S(=O)(=O)Nc3ncccc3C)cc21 | 10% | 20% | 2 | -1% | 1 | 8% | -0.1 | -4% | -32%[56.9 µM]
O=C(CCc1nnc2ccc(NCc3ccco3)nn12)N1CCN(c2ccc(F)cc2)CC1 | 9% | -7% | -2 | 1% | -8 | -4% | 0.1 | 1% | 16%[11.4 µM]
O=C(Cn1cc2c(n1)CCCC2)NCCCN1CCN(c2ccccc2F)CC1 | 374%[activator] | -2% | -1 | -5% | 76* | 3% | 18 | -2% | -30%
CCOC(=O)C1(Cc2ccc(OC)cc2)CCN(C(=O)c2sc(C)nc2C)CC1 | -4% | -7% | 0 | 2% | -21 | -9% | 0.1 | -4% | 14%
CNc1cc(-c2ccc(C(=O)OC)cc2)ncn1 | -13% | x | -2 | -1% | x | x | x | 10% | x
COC(=O)c1ccc(NC(=O)c2cc[n+]([O-])cc2)cc1 | 9% | -7% | 2 | -1% | 3 | -1% | 2.5 | 6% | -13%
N#Cc1ccc(C2N=C(c3ccccc3)NO2)cc1 (configuration not stated) | u | -3% | -6 | -2% | -22 | -4% | 4.8 | -3% | -30%
CC(C)(C)NC(=O)c1cccc(NC(=O)c2ccc3c(c2)C(=O)N(C(C)(C)C)C3=O)c1 | 15% | 6% | -9 | -6% | -27 | 0% | 1.8 | -6% | -1%
COc1cc(NC(=O)C2CCN(c3nnc(C)c4c(C)n(-c5ccccc5)nc34)CC2)cc(OC)c1 | -1% | 0% | -6 | 1% | x | -1% | -0.8 | 1% | 13%
Cc1ccc(C(O)c2ncc(-c3ccc(Cl)cc3)[nH]2)cc1 (configuration not stated) | -54% | x | -10 | -4% | x | x | x | -1% | x
O=[N+]([O-])c1ccc(N(CCO)Cc2ccccc2)c([N+](=O)[O-])c1 | u | 3% | -1 | -7% | 12 | -4% | 0.6 | -3% | 0%
Cc1cccc(C)c1NC(=O)CN1CCN(C(=O)CCC(=O)N2CCC(c3ccccc3)=N2)CC1 | 11% | x | -6 | -5% | x | -4% | x | -2% | x
COc1cccc(NC(=O)C2(C)CCN2C(=O)CCC2CCCC2)c1 (configuration not stated) | -29% | x | -1 | -1% | x | x | x | -1% | x
COc1cc(NC(=O)c2ccc3c(SCC(=O)O)c4c(nc3c2)CCCC4)cc(OC)c1OC | -18% | -4% | -1 | -3% | -13 | -4% | -0.4 | -4% | 2%[56.9 µM]
COc1ccc(C(=O)Nc2cc(C)c(NC(=O)c3ccccc3OC)cn2)cc1 | 0% | u | -1 | 2% | -6 | -7% | -0.6 | -1% | -38%
Cc1ccccc1C(=O)N1CCN(c2ccc(NC(=O)c3ccco3)cc2Cl)CC1 | 0% | -8% | -5 | 2% | 16 | -9% | 1.5 | -13% | -8%
CC(=O)c1c(C)n(C)c2ccc(OC(=O)c3ccco3)cc12 | u | 0% | -6 | -2% | 0 | -1% | -0.1 | -6% | 3%
Nc1n[nH]c2ccccc12 | 3% | 19% | 0 | 11% | 14 | 2% | 2.2 | -3% | -3%
O=C(NN=C1CCN(Cc2ccccc2)CC1)c1ccccc1 | 11% | -10% | -6 | 3% | 2 | 8% | 0.3 | 1% | 34%
C=CCC(C#Cc1ccc(C)cc1)N(CC)CC (configuration not stated) | 19% | -1% | -4 | 1% | 8 | -4% | 0.3 | -3% | -38%
CCCc1cc(=O)oc2cc(OCc3ccc(C(=O)O)cc3)ccc12 | 15% | -5% | -5 | 1% | -3 | 14% | 0.3 | -1% | 28%

Compound profiles, as listed above. Values in the order: 12-LOX inh, ERG-DNA inh, LDHA block, Vif-A3G inh, D2 antag, Vif-APOBEC3F blk, D2 agonist, GRP78 ERSR act, RGS4 inh
COc1cc(NC(=O)C2CCN(c3nnc(C)c4c(C)n(-c5ccccc5)nc34)CC2)cc(OC)c1 as listed: -1%, 0%, -6, 1%, x, -1%, -0.8, 1%, 13%
COC(=O)c1ccc(NC(=O)c2cc[n+]([O-])cc2)cc1 as listed: 9%, -7%, 2, -1%, 3, -1%, 2.5, 6%, -13%
Cc1ccc(C(O)c2ncc(-c3ccc(Cl)cc3)[nH]2)cc1 (configuration not stated) as listed: -54%, x, -10, -4%, x, x, x, -1%, x

Going on with the list.
SMILES | 12-LOX inh | ERG-DNA inh | LDHA block | Vif-A3G inh | D2 antag | Vif-APOBEC3F blk | D2 agonist | GRP78 ERSR act | RGS4 inh
Clc1ccc(-c2ccc(CNCc3ccccn3)o2)cc1 | 11% | -13% | 0 | 0% | 11 | -15% | -1.7 | 6% | -33%
O=C(CSc1nnc2[nH]c(=O)cc(-c3ccccc3)n12)Nc1ccc(OC(F)(F)F)cc1 | -21% | -1% | 2 | -6% | x | -1% | 0.7 | 0% | -31%
CC1Cc2ccccc2N1C(=O)CN1C(=O)NC2(CCCCC2)C1=O (configuration not stated) | -43% | 6% | -16 | -5% | -51 | -3% | -0.6 | 1% | -17%
COc1ccc(OCC(O)COc2ccc(C(=O)O)cc2)cc1 (configuration not stated) | -18% | 4% | 0 | -1% | 7 | -2% | 0.5 | -4% | 0%
COc1ccc(OCCCC(=O)N2CCN(S(=O)(=O)c3cccc(F)c3)CC2)cc1 | u | -5% | -5 | 1% | -22 | u | -1.0 | -4% | 6%
Cn1nc(C(=O)N2CCc3ccccc32)c2ccccc2c1=O | -2% | 10% | 1 | -1% | 3 | -1% | -0.7 | 1% | -1%
CCOC(=O)c1cc2c(=O)n3ccccc3nc2n(CC2CCCO2)c1=NC(=O)c1cc(C)cc(C)c1 (configuration not stated) | 1% | 0% | -4 | -12% | x | 1% | 0.2 | -3% | 4%
CCOC(=O)C1=C(COC(=O)c2ccc(Cl)c(S(=O)(=O)N3CCOCC3)c2)NC(=O)NC1C (configuration not stated) | 11% | -2% | -6 | 8% | x | 5% | x | -3% | -3%
CCc1ccc(CCC(=O)Nc2nnc(CC)s2)o1 | 18% | -17% | 0 | -1% | 18 | -6% | -0.5 | 1% | 3%
CN1C(=S)SC2CS(=O)(=O)CC21 (configuration not stated) | 10% | 4% | -2 | -5% | -7 | -15% | 0.7 | -4% | -4%
COc1ccccc1Cn1c(C)nnc1-c1cnn(C)c1N | 5% | -2% | -4 | 0% | -12 | 8% | 0.1 | -2% | 14%
O=c1ccc2ccc(OCc3ccccc3)cc2o1 | 0% | -1% | -5 | 2% | 4 | -2% | -0.5 | 8% | -3%
COc1cccc2c1OC1(C)CC2/C(=C(\C)O)C(=O)N1 (configuration not stated) | -25% | 5% | -7 | 0% | 51* | 1% | 0.1 | -6% | 3%
COc1ccc(C(=O)COC(=O)CN2C(=O)NC(C)(C)C2=O)cc1OC | 0% | -1% | 0 | 2% | 6 | -2% | 0.4 | 4% | -45%
CSc1oc(-c2ccc(F)cc2)nc1S(=O)(=O)c1ccc(Br)cc1 | -31% | 2% | -3 | -2% | x | -15% | 0.6 | -3% | -15%
O=C(O)c1ccc(-n2[nH]c3c(c2=O)CCCC3)cc1 | u | -1% | 10 | 1% | 8 | 1% | -0.4 | -3% | -7%
C#CCOCCOCCOCCNc1nc(N2CCN(C(=O)C([C@@H](C)O)n3cc([C@@H](N)CCCCN)nn3)CC2)nc(N2CCN(C(=O)[C@H](CCCCN)n3cc(CN)nn3)CC2)n1 (some centres not stated) | x | 6% | 5 | -3% | x | -1% | x | -7% | -9%
Cn1c(-c2ccccc2O)cc2ccccc21 | u | 8% | -5 | -14% | 12 | -2% | -0.4 | 0% | -24%
O=C(Cc1ccccc1)NNC1CC(=O)N(c2ccccc2)C1=O (configuration not stated) | -15% | x | 2 | -1% | -14 | -17% | 0.4 | -3% | -32%
COc1cc(NC(=O)c2ccc(COCC(F)(F)F)cc2)cc(OC)c1OC | 22% | 0% | 1 | 1% | 7 | -13% | -0.6 | 6% | -2%
NC(=O)c1nsc(C(=O)N(CC(=O)NCc2ccccc2)c2cccc(F)c2)c1N | -2% | -2% | -2 | -8% | -21 | 17% | 0.1 | -1% | 0%
O=S(=O)(c1ccc(-n2cnnn2)cc1)N1CCN(c2ccccc2F)CC1 | 32%&-15%[activator] | -4%&-1% | -11&-1 | -2%&4% | -9 | 10%&1% | 0.3&0.9 | -2%&-5% | 19%&-1%
CC(=O)c1cccc(NC(=O)CSc2nc(=O)n(CCN3CCOCC3)c3c2CCCC3)c1 | -6% | 0% | -7 | -1% | 4 | 3% | 0.1 | -2% | -18%
CSc1ncccc1C(=O)Nc1cc(C)ccn1 | 0% | -3% | -1 | -6% | -8 | -9% | -0.4 | 4% | 19%
O=C(C1CC1)N1CCc2cc(Br)cc(S(=O)(=O)Nc3ccc(F)c(F)c3)c21 | -1% | 3% | -1 | -23% | x | -3% | -0.8 | -8% | -36%
